High-throughput results from PubChem.
Lipid storage S3: qHTS Assay for Lipid Storage Modulators in Drosophila S3 Cells | AID 2685, 2010 | Potency in µM for hits, for the others lipid storage change, negative = inhibition, % at the top dose, mostly 46.1 µM | Drosophila S3 cells, BODIPY lipid droplet fluorescence, 18-24 h; cells fed with added oleic acid | actives 0.64% (n = 320,000); active means well fitted inhibition curve with a large enough effect in the signal ratio, with a control signal flat, not every such curve was filed as active; inconclusive means small, poorly fitted or top-dose-only effect, or effect the other way, or a change in a side signal; the % refers to the signal ratio
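Drosophila S3 cells loaded with oleic acid (400 uM, as added) and compounds at several concentrations; lipid droplets imaged by 488-nm laser-scanning cytometry, 500–530 nm intensity and object ratio to cell channel. Percent activity normalized to 20 uM Triacsin C.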
Lipid storage S3 cell count max: further read-out of Lipid storage S3, marked with its call; cell number change, %; measured here: cell count max response;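 cells counted by Cell Tracker Red CMTPX staining in the red channel; peak over a dose series mostly up to 46.1 µM; percent activity relative to internal control wells on each plate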
An asterisk follows results filed as active; i = inactive; ? = inconclusive; . = no result given; [ ] = another dose, or the depositor's remark. On the % scale 0 is the no-effect control and ±100 the full control effect; potency means the concentration at half of the fitted maximal effect.

Order of results – Lipid storage S3	Lipid storage S3 cell count max
> CCCN(CCC)CCNC(=O)C1CCN(Cc2nc(-c3ccc(Cl)cc3)oc2C)CC1
  2%	3
> CCC(=O)Nc1cccc(C(=O)c2ccccc2)c1
  ?	.
> NS(=O)(=O)c1ccc(CNS(=O)(=O)c2cc(Cl)ccc2Cl)cc1
  -19%	.
> O=C1CC(C(F)(F)C(F)(F)C(F)(F)C(F)F)=Nc2ccccc2N1
  14%	-23
> Cc1sc2nc(C3CCCCC3)nc(SCC(=O)N3CC(=O)Nc4ccccc43)c2c1C
  2%	2
> C/C(=N\NC(=O)CNc1cccc(C(F)(F)F)c1)c1cccc(Br)c1
  ?	.
> COc1ccc(NC(=O)c2cc(-c3cccnc3)nc3c(C)c(C)ccc23)c(OC)c1
  8%	-22
> COc1ccc(OC)c(N(CC(=O)Nc2cccnc2)S(=O)(=O)c2ccc(C)cc2)c1
  ?	.
> COCCCN1C(=O)C(=O)/C(=C(/O)c2ccc(S(=O)(=O)N3CCCCC3)cc2)C1c1ccc(O)cc1 (stereo unspecified)
  i	9
> COc1ccccc1NS(=O)(=O)c1ccc(C(=O)N2CCN(c3ccccc3)CC2)cc1
  ?	.

Random excerpt: two records from the list
Order of results – Lipid storage S3	Lipid storage S3 cell count max
> Cc1sc2nc(C3CCCCC3)nc(SCC(=O)N3CC(=O)Nc4ccccc43)c2c1C
  2%	2
> COCCCN1C(=O)C(=O)/C(=C(/O)c2ccc(S(=O)(=O)N3CCCCC3)cc2)C1c1ccc(O)cc1 (stereo unspecified)
  i	9

(list continues)
Order of results – Lipid storage S3	Lipid storage S3 cell count max
> O=C(Nc1ccc([N+](=O)[O-])cn1)c1ccc2c(c1)OCO2
  -1%	9
> COCC1CCN(Cc2nc(COc3ccccc3)no2)C1 (stereo unspecified)
  13%	11
> Cc1ccccc1N/C(=N/S(=O)(=O)c1ccccc1)c1ccc(F)cc1
  ?	.
> Nc1nnc(/C=C/c2cccc([N+](=O)[O-])c2)s1
  ?	.
> Cc1ccc2cc(C(c3nnnn3C3CCCC3)N(Cc3ccco3)Cc3cccs3)c(=O)[nH]c2c1 (stereo unspecified)
  ?	.
> CC(/C=N/NC(=O)c1cc(C(C)(C)C)[nH]n1)=C\c1ccccc1
  i	.
> COc1ccc(/C=N/NC(=O)COc2ccc3ccccc3c2)c(C(=O)O)c1OC
  1%	1
> O=C(COC(=O)c1cccnc1Cl)Nc1nc(-c2ccccc2)cs1
  -1%	-5
> Clc1cccc(Cl)c1CSc1nnc(/C=C/c2ccccc2)o1
  ?	.
> COc1cc(C(=O)Nc2ccc(NC(=O)C3CCCCC3)nc2)cc(OC)c1OC
  ?	.
> O=[N+]([O-])c1ccccc1/C=N/N1CCN(c2ccccn2)CC1
  18%	-2
> Cc1cc(C)cc(NC(=O)CSc2cc(C(=O)c3nccn3C)c3ccccc3n2)c1
  ?	.
> COc1ccccc1C(=O)OCCCN=C1NS(=O)(=O)c2ccccc21
  -26%	-21
> CCOc1cc(N2CCOCC2)c(OCC)cc1NC1=NCCCCC1
  -14%	-6
> O=C1Nc2ccc(Cl)cc2C12OCCCO2
  i	13
> CN(C)S(=O)(=O)c1ccc(Cl)c(NC(=O)COC(=O)CNC(=O)c2ccco2)c1
  ?	.
> COc1ccccc1CNC(=O)CCCc1ccccc1
  ?	.
> CCCCC(=O)Nc1cc(NC(=O)CC)ccc1Cl
  ?	.
> CC1=C(C(=O)Nc2ccccc2)C(c2cccs2)NC(=O)N1 (stereo unspecified)
  6%	-4
> CCO/C=N/c1c(C#N)c(CC#N)nn1-c1ccccc1
  ?	.
> Cc1ccc(NC(=O)CCNC(=O)c2ccc(Cl)cc2)cc1C
  -8%	5
> CC(C(=O)NC1CCCc2ccccc21)N1C(=O)C2CCCCC2C1=O (stereo unspecified)
  -5%	-6
> O=C(c1ccc(Cn2c(=S)[nH]c3ccccc3c2=O)cc1)N1CCN(c2ccccn2)CC1
  ?	.
> N#Cc1ccc(CN2CCN(CC(=O)NCCc3ccc(Cl)cc3Cl)CC2)cc1
  ?	.
> CC(=O)Nc1cccc(NC(=S)Nc2ccc(F)c(Cl)c2)c1
  -9%	-2
> COc1ccc(S(=O)(=O)N2CCOC23CCN(S(=O)(=O)c2ccc([N+](=O)[O-])cc2)CC3)cc1
  ?	.
> CC1CN(S(=O)(=O)c2cccc(C(=O)Nc3ccccc3N3CCOCC3)c2)CC(C)O1 (stereo unspecified)
  i	-20
> O=C(Cc1coc2cc3c(cc12)CCC3)NC1CCCCCCC1
  16%	17
> Cc1ccc(OS(=O)(=O)c2cn(C)c(=O)n(C)c2=O)cc1C
  ?	.
> COc1ccc(C(=O)N2CCc3ccc(NC(=O)c4ccccn4)cc3C2)cc1F
  7.3µM*	5.4*
> COc1ccc(-c2ccc(SCC(=O)c3cccs3)nn2)cc1OC
  ?	.
> COc1ccc(/C=c2\s/c(=C/C(=O)c3ccc(C)cc3)[nH]c2=O)c(OC)c1
  ?	.
> Cc1cc(C(=O)N/N=C/c2ccc[nH]2)n[nH]1
  -5%	-7
> Cc1ccc(N2CN(Cc3ccco3)CNC2=S)c(C)c1
  -15%	-9
> Cc1cc(OCC(=O)OCC(=O)NCc2ccco2)ccc1Cl
  ?	.
> CCCCn1c(N)c(N(CC(C)C)C(=O)Cn2c(=O)oc3ccccc32)c(=O)[nH]c1=O
  ?	.
> Cn1nccc1C(=O)OCC(=O)Nc1cccc(Cl)c1
  i	-12
> COc1ccc(NC(=O)C2CCC(CNc3c(N4CCOCC4)c(=O)c3=O)CC2)cc1Cl (stereo unspecified)
  ?	.
> COC(=O)N/N=C/c1cc(N=Nc2ccccc2Cl)ccc1O
  ?	.
> C=CCNC(=O)COc1c(C)ccc(C)c1C
  ?	.
> CC1(C)C=C(c2ccc(C=O)s2)CC(C)(C)N1
  ?	.
> Cc1nc2c(sc(=S)n2Cc2ccco2)c(=O)n1CC(=O)Nc1ccccc1
  ?	.
> CCN1CCN(c2ccc(S(=O)(=O)N3CCOCC3)cc2NC(=O)COc2ccc(F)cc2Cl)CC1
  ?	.
> O=C(OC(C(=O)NCc1ccc2c(c1)OCO2)c1ccccc1F)c1ccco1 (stereo unspecified)
  25%	-19
> O=C(CN1CCC(NC(=O)Nc2ccccc2)CC1)Nc1ccc([N+](=O)[O-])cc1
  4%	5
> CCOC(=O)c1c(C)nn(-c2ccc(NC(=O)CSCC(=O)O)cc2)c1C
  -5%	16
> COc1ccc2oc(C(=O)OCC(=O)N3CCN(C(C)=O)CC3)c(C)c2c1
  ?	.
> O=S(=O)(Nc1cccc(-n2cnnn2)c1)c1ccccc1C(F)(F)F
  i	-11
> Cc1ccc(CNC(=O)CC(NC(=O)c2ccccc2)c2ccccc2)cc1 (stereo unspecified)
  ?	.
> Cn1nnc(NC(=O)c2cccs2)n1
  ?	.

(further entries)
Order of results – Lipid storage S3	Lipid storage S3 cell count max
> O=C(Nc1ccnn1C1CCN(C(=O)c2ccc(Cl)c(F)c2)CC1)C1CCOC1 (stereo unspecified)
  ?	.
> Cc1noc(C)c1C(=O)OCC(=O)/C=C1\N(C)c2ccccc2C1(C)C
  -12%	20
> Cc1cccc(OCC(=O)O/N=C(\N)Cc2ccc(Cl)cc2)c1
  ?	.
> CCOc1ccc(NS(=O)(=O)c2ccc3[nH]c(=O)oc3c2)cc1
  4%	-1
> Cc1cccc2sc(NC(=O)CN(C)S(=O)(=O)c3ccc(Br)s3)nc12
  ?	.
> CCOc1ccccc1C(=O)N(Cc1sccc1C)C1CCS(=O)(=O)C1 (stereo unspecified)
  ?	.
> Cc1ccc(S(=O)(=O)N(C)C)cc1NC(=O)C(C)OC(=O)C1CCCC1 (stereo unspecified)
  ?	.
> CNC(=S)N1CCN(c2nc(-c3ccc(Cl)cc3)cs2)CC1
  ?	.
> C=CCn1c(SCc2nc3ccccc3[nH]2)nnc1-c1ccccn1
  i	.
> CC1CCCCN1C(=O)c1c([N+](=O)[O-])cnn1C (stereo unspecified)
  i[0.369 µM]	-6
> CCOc1ccc(-c2nnc(NC(=O)CCCOc3cccc(C)c3)o2)cc1
  ?	.
> Cc1ccc(N=Nc2c(=O)[nH]n3c(=O)cc(C)[nH]c23)cc1
  ?	.
> Cc1ccc(N(C(=O)CNC(=O)c2ccco2)C(C(=O)NC2CCCC2)c2ccncc2)cc1C (stereo unspecified)
  ?	.
> CC(=O)c1c(C)[nH]c(C(=O)Nc2cc(F)ccc2C)c1C
  ?	.
> Cc1noc(NS(=O)(=O)c2ccc(NC(=O)c3cc(-c4ccccc4Cl)nc4ccccc34)cc2)c1C
  ?	.
> CCOc1ccc(S(=O)(=O)N2CC(=O)Nc3ccccc32)cc1
  i	24
> Cc1cc(NC(=O)CSc2nnc(CNC(=O)c3ccc(C(C)(C)C)cc3)o2)no1
  ?	.
> O=C1C/C(=C/NCc2ccccc2)C(=O)N1
  ?	.
> CCCN1C(=O)C(=O)N(CC(=O)c2cc(C)n(C3CC3)c2C)C1=O
  ?	.
> CC(C)=CC(=O)OCC(=O)Nc1ccc(Cl)cc1
  i	-2

A second format for five compounds above.
mol	Lipid storage S3	Lipid storage S3 cell count max
Cc1ccc(N=Nc2c(=O)[nH]n3c(=O)cc(C)[nH]c23)cc1	?	.
Cc1ccc(N(C(=O)CNC(=O)c2ccco2)C(C(=O)NC2CCCC2)c2ccncc2)cc1C (stereo unspecified)	?	.
CC(=O)c1c(C)[nH]c(C(=O)Nc2cc(F)ccc2C)c1C	?	.
Cc1noc(NS(=O)(=O)c2ccc(NC(=O)c3cc(-c4ccccc4Cl)nc4ccccc34)cc2)c1C	?	.
CCOc1ccc(S(=O)(=O)N2CC(=O)Nc3ccccc32)cc1	i	24

The list goes on:
Order of results – Lipid storage S3	Lipid storage S3 cell count max
> O=C(c1cc[n+]([O-])cc1)N1CCc2c([nH]c3ccccc23)C1c1ccccc1Cl (stereo unspecified)
  14%	5
> Cc1cc2c(s1)c1c(C)nn(Cc3ccccc3F)c(=O)c1n2C
  i	.
> Cc1cccc(OCC(=O)NC(=S)Nc2ccccc2N2CCOCC2)c1
  30%	0
> Cc1nnc(SC(C)C(=O)N2CCc3ccccc32)s1 (stereo unspecified)
  i	.
> CC(C)(C)c1ccc(C(=O)N/N=C/c2ccccn2)cc1
  ?	.
> CC1=C(C)C(=O)N(c2ccc(C(=O)O)cc2)C1=O
  4%	4
> Cc1cc2oc(=O)cc(C)c2cc1NC(=O)CCC(=O)O
  -4%	-3
> CCc1cccc(NC(=O)CSCc2cc(=O)[nH][nH]2)c1
  i	13
> Cc1ccc(S(=O)(=O)N2CCCC(C(=O)NCC3COCCO3)C2)cc1 (stereo unspecified)
  ?	.
> CCN(CC)C(=O)c1[nH]cnc1C(=O)N[C@@H](Cc1ccccc1)C(=O)OCc1ccccc1
  1%	14
> CCn1nc(C)c(NC(=O)c2ccc(Br)o2)c1C
  ?	.
> O=C(O)C1C2C=CC3(CN(Cc4ccco4)C(=O)C13)O2 (stereo unspecified)
  ?	.
> COc1ccccc1CNC(=O)C1CCN(S(=O)(=O)c2cccc3nonc23)CC1
  ?	.
> Cc1ccc(S(=O)(=O)N2CCC(C(=O)N3CCc4ccccc43)CC2)cc1
  ?	.
> COC(=O)CN1C(=O)C(O)(CC(=O)c2ccc(Br)cc2)c2ccccc21 (stereo unspecified)
  ?	.
> CC1CCCC(NCC(O)COC(c2ccc(F)cc2)c2ccc(F)cc2)C1C (stereo unspecified)
  ?	.
> CC(C)Nc1nc(NC(C)C)nc(SCCOC(=O)Nc2ccc(Cl)cc2Cl)n1
  ?	.
> COc1ccc(C(=O)O/N=C(\N)c2ccc(OC)c(OC)c2)cc1
  i	.
> Nn1c(SCC(=O)Nc2ccccc2F)nnc1C1CCCCC1
  7%	6
> COc1ccccc1Oc1c(C)oc2cc(OC(=O)c3ccco3)ccc2c1=O
  i	1
> CCCCC(c1nnnn1CC1CCCO1)N1CCN(c2nc3ccccc3s2)CC1 (stereo unspecified)
  ?	.
> O=C(O)C1CCCCC1C(=O)N1CC=C(c2ccccc2)CC1 (stereo unspecified)
  6%	4
> CN1CCN(CCCn2cnc3c(=O)oc4ccccc4c32)CC1
  ?	.
> Cc1ccc(OCC(=O)NNC(=O)c2cccnc2)cc1C
  -5%	0
> O=S(=O)(Nc1ccc(Cl)cn1)c1cccs1
  ?	.
> O=C(CN1C(=O)S/C(=C\c2ccccc2)C1=O)NC1CCS(=O)(=O)C1 (stereo unspecified)
  21µM*	.
> CCOC(=O)c1nnn(CC(=O)Nc2ccccc2)c1C(=O)OCC
  -2%	-6
> CC1/C(=N/O)CC(c2ccccc2)NC1c1ccccc1 (stereo unspecified)
  1%	-9
> Cc1c(/C(O)=C2/C(=O)C(=O)N(Cc3cccnc3)C2c2ccccn2)cnn1-c1ccccc1 (stereo unspecified)
  i	.
> COc1cccc(N2CCN(c3ccc4nnc(CCC(=O)Nc5ccc(F)cc5F)n4n3)CC2)c1
  ?	.
> COc1ccc(-c2c(C#N)c(SCC(N)=O)nc3c2CCCC3)cc1
  ?	.
> CC(=O)c1cccc(NC(=O)C(OC(=O)c2cccc(S(=O)(=O)N(C)c3ccccc3)c2)c2ccccc2)c1 (stereo unspecified)
  -26%	-1
> CC1(C)Cc2ccccc2/C(=C/C(=O)N2CCCCCC2)N1
  ?	.
> O=C(CSc1nc(-c2ccccc2)nc2ccccc12)Nc1nccs1
  ?	.
> COc1ccc(NC(=O)Cn2nc(Cc3cccnc3)c3ccccc3c2=O)c(OC)c1
  i	.
> COc1cccc(Cn2cc(C)cc(NC(=O)NCc3ccccc3)c2=O)c1
  i	-5
> Cn1cnc(S(=O)(=O)NCc2cccs2)c1
  -3%	-14
> COc1ccc(CNC(=O)c2ccc(N(C)S(=O)(=O)c3ccc(C)cc3)cc2)cc1
  ?	.
> CCC(=O)Nc1nnc(C(C)(C)C)s1
  -9%	-2

Some of the compounds tested; rates above refer to the full screens.
